Screening results as filed in PubChem.
Casp7 inh: qHTS Assay for Allosteric/Competitive Inhibitors of Caspase-7; P55210; AID 889, 2007; actives 0.02% (n = 75,000); recombinant caspase-7, Ac-DEVD-AFC fluorescence rate; Potency, µM (top dose mostly 57.5 µM), for inactives: top-dose activity change, negative = inhibition, most hits filed as inhibitors; active = well fitted inhibition curve with a large enough effect in the main read-out, with a control signal flat, not every such curve was filed as active; inconclusive = small, poorly fitted or top-dose-only effect, or a change in a side signal; also: potency is read from the fitted curve at half-maximal effect; % of control where 0% means no effect
BRCT inh red: qHTS Assay for Inhibitors of BRCT-Phosphoprotein Interaction (Red Fluorophore). Breast cancer type 1 susceptibility protein (Homo sapiens), P38398. Potency, µM (highest dose often 76.9 µM), inactives show at the highest dose activity change, negative = inhibition, most hits filed as inhibitors. BRCT-phosphopeptide binding, red fluorescence polarization. actives 0.03% (n = 75,000); also: % is scaled to controls: 0 for no effect and ±100 for the full control effect
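Fluorescence polarization: 100 nM His-tagged BRCA1 BRCT with 100 nM TAMRA-labelled phospho-BACH1 decapeptide, phosphate buffer pH 7.3 with 150 mM NaCl, DTT, 0.01% Tween 20; 12 min RT. Binding inhibition seen as FP decrease.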
Rhodamine fluor: qHTS Assay for Spectroscopic Profiling in Rhodamine Spectral Region; Rhodamine-region fluorescence, 547/598 nm, Tris buffer; stronger effect = higher value; max dye-equivalent concentration, M; actives 0.05% (n = 59,000); AID 594, 2007; in the data active = max dye-equivalent concentration above about 11 nM; inconclusive = between about 1.1 nM and that limit
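Steps: pin-transfer compounds into pH 8.0 Tris (100 mM), hold 15 min at room temperature, image with a 547/598 nm filter pair, and convert intensities to rhodamine-equivalent concentration using a six-point on-plate rhodamine series.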
4MU fluor: qHTS Assay for Spectroscopic Profiling in 4-MU Spectral Region | compound autofluorescence, 340/450 nm, 4-MU equivalents; stronger effect = higher value | max dye-equivalent concentration, M | actives 11% (n = 59,000) | AID 589, 2007; in the data active = max dye-equivalent concentration above about 10 nM; inconclusive = mostly about 1.1 nM to 9.6 nM
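Compounds in 100 mM Tris, pH 8.0, sat 15 min at room temperature before fluorescence was read at 340 nm excitation/450 nm emission; a per-plate six-point 4-MU standard curve converted signals to dye-equivalent concentration at each compound concentration.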
Texas Red fluor: qHTS Assay for Spectroscopic Profiling in Texas Red Spectral Region; Compound fluorescence, Texas Red channel, 547/618 nm; stronger effect = higher value; max dye-equivalent concentration, M; AID 587, 2007; actives 0.06% (n = 59,000); in the data active = max dye-equivalent concentration above about 10 nM; inconclusive = between about 1.1 nM and that limit
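Compound titrations in 100 mM Tris pH 8.0 were incubated 15 min at room temperature and read at 547 nm excitation / 618 nm emission. Texas Red six-point standard curve on each plate converted fluorescence to dye-equivalent concentration.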
Fluorescein fluor: qHTS Assay for Spectroscopic Profiling in Fluorescein Spectral Region. Compound autofluorescence, 480/540 nm, fluorescein-equivalent; stronger effect = higher value. max fluorescein-equivalent concentration, M. actives 0.91% (n = 59,000); in the data active = max fluorescein-equivalent concentration above about 10 nM; inconclusive = between about 1.1 nM and that limit
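Library compounds, added at multiple concentrations to pH 8.0 Tris buffer (100 mM), incubate 15 min at room temperature before CCD imaging at 480 nm excitation and 540 nm emission.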
USP2a inh: qHTS Assay for Inhibitors of Ubiquitin-specific Protease USP2a | Ubiquitin carboxyl-terminal hydrolase 2 (Homo sapiens), O75604 | USP2a enzymatic assay, qHTS inhibition | Potency, µM (highest dose often 38.3 µM), for the others: top-dose activity change, negative = inhibition, usual class: inhibitors | actives 0.1% (n = 60,000) | AID 927, 2007;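 also: potency is read from the fitted curve at half-maximal effect; nearly all actives have a fitted effect of over 60% in size; plate controls were DMSO for no effect and NEM full inhibition control for full effect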
Target sequence (O75604 whole entry, looked up): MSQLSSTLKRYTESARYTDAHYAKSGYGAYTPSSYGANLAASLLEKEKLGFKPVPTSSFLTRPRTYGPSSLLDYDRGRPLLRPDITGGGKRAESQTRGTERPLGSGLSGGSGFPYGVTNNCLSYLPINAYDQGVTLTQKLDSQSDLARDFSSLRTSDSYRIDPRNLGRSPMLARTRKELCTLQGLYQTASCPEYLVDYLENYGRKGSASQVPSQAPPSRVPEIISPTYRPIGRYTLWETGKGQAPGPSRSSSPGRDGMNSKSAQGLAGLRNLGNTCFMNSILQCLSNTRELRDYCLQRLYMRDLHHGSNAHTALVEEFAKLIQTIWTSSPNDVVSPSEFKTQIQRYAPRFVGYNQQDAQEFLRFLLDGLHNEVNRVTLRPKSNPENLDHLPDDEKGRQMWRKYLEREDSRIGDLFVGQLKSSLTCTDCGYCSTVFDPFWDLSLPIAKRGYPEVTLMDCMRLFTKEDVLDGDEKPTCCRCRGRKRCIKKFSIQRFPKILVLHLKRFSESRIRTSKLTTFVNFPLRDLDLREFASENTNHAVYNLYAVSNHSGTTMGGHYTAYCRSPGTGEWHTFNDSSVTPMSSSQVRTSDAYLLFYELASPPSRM
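Coupled readout: USP2-cleaved Ub-PLA2 (20nM final) turns over NBD C6-HPC (20uM final), Ex 460nm/Em 535nm after 2.5 h, time-zero read flagging artifacts. Enzyme (20nM final, pH 8.0 Tris) given 30 min RT with compound first; NEM defines full inhibition.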
Caspase-1 inhib: qHTS Assay for Allosteric/Competitive Inhibitors of Caspase-1; actives 0.03% (n = 75,000); Caspase-1 enzyme, Ac-WEHD-AFC fluorogenic rate; Potency, µM (series often up to 57.5 µM), for inactives: at the highest dose activity change, negative = inhibition, hits mostly inhibitors; P29466;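 also: potency is read from the fitted curve at half-maximal effect; plate controls were vehicle for no effect and no substrate for full effect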
Target sequence (P29466 120-297 limits assumed): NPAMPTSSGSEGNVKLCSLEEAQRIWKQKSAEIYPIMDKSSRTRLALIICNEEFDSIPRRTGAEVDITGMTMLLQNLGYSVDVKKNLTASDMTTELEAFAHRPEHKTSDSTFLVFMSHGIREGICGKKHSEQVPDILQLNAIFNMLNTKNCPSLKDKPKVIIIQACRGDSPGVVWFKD
Target sequence (P29466 317-404 limits assumed): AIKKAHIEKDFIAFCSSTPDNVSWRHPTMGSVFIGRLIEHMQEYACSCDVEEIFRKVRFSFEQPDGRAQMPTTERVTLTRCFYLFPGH
BRCT inh green: qHTS Assay for Inhibitors of BRCT-Phosphoprotein Interaction (Green Fluorophore); Potency, µM (titrated, usually from 76.9 µM), for inactives: at the highest dose activity change, negative = inhibition, most hits filed as inhibitors; Breast cancer type 1 susceptibility protein (Homo sapiens), P38398; BRCA1 BRCT-phosphopeptide binding, green fluorescence polarization; AID 875, 2007; actives 0.05% (n = 75,000);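 also: potency is read from the fitted curve at half-maximal effect; plate controls were peptide without protein for full effect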
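Fluorescence polarization: His-tagged BRCT (~35 kDa BRCA1 C-terminus, 250 nM) bound to 100 nM fluorescein-labeled phosphorylated 10-aa BACH1 peptide, pH 7.3 phosphate buffer with DTT and Tween 20. Compounds incubated 12 min at room temperature; inhibition read as lowered polarization.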
HEK293 cAMP cs: qHTS Assay for Agonists of the Thyroid Stimulating Hormone Receptor: Activators of Intracellular cAMP Concentrations in Parental HEK 293. Potency, µM (titrated, usually from 57.1 µM), for inactives: top-dose activation, most hits filed as activators. parental HEK293 CNG cAMP sensor, membrane potential fluorescence. actives 2.5% (n = 73,000). AID 938, 2007; also: potency is read from the fitted curve at half-maximal effect; % of control where 0% means no effect; nearly all actives have a fitted effect of over 55% in size
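Parental HEK 293 cells stably expressing a modified CNG channel (no TSHR) report cAMP rise as membrane depolarization. Membrane potential dye with 100 uM RO 20-1724 was loaded for 60 min at room temperature, then compound added for 30 min; fluorescence read at 590 nm.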
A350 autofl: qHTS Assay for Spectroscopic Profiling in A350 Spectral Region. max dye-equivalent concentration, M. Compound autofluorescence, 340/450 nm, Alexa 350 dye-equivalents; stronger effect = higher value. AID 590, 2007. actives 11% (n = 59,000); in the data active = max dye-equivalent concentration above about 10 nM; inconclusive = mostly about 1.1 nM to 9.6 nM
* hit, by the source's call; i = inactive; u = inconclusive; x = not tested or not shown; [ ] = another dose, or the depositor's remark. Unless noted, calls follow the shape of the dose curve; as a rule, active = well fitted curve in the direction sought with a large enough effect; inconclusive = small, poorly fitted or top-dose-only effect, or another doubt; inactive = no such curve, though single readings can be large; an effect the other way counts as inactive or inconclusive. An excerpt (hit frequency here may not be typical).

SMILES	Casp7 inh	BRCT inh red	Rhodamine fluor	4MU fluor	Texas Red fluor	Fluorescein fluor	USP2a inh	Caspase-1 inhib	BRCT inh green	HEK293 cAMP cs	A350 autofl
COc1ccccc1N1CCN(CCNC(=O)Nc2cccc(C)c2C)CC1	1.6%	-0.1%	i	i	i	i	30.5%[activator]	0.5%	-1.1%	12.8%	i
O=C(NCCN1CCN(c2ccccc2F)CC1)C1CCCN(S(=O)(=O)c2cnc[nH]2)C1 (stereo unspecified)	0.9%	0.2%	x	x	x	x	x	-1.5%	-0.6%	0.1%	x
O=C1c2ccccc2C(Nc2cccnc2)N1Cc1ccccc1Cl (stereo unspecified)	0.7%	0.8%	x	x	x	x	x	-1.9%	0.2%	3.7%	x
COc1ccccc1N1CCN(C(=O)CSc2nnc3n2C(C)(C)Cc2ccccc2-3)CC1	0.9%	0.4%	i	i	u	i	171.3%[activator]	2.5%	2.4%	26.5%	i
Cn1c(=O)c2c(nc(CN3CCC(C(N)=O)CC3)n2Cc2ccccc2F)n(C)c1=O	0.6%	0.3%	i	i	i	i	-1.8%	2.0%	0.0%	2.8%	i
COc1ccc(-c2nc(C(=O)N3CCN(C)CC3)sc2-c2ccc(OC)cc2)cc1	-27.8%	-1.3%	x	x	x	x	x	-16.9%	1.1%	u	x
CCOC(=O)C1CCN(C(=O)COc2ccc(Br)cc2)CC1	0.0%	-0.7%	i	i	u	i	4.1%	-2.3%	-1.6%	8.5%	i
CS(=O)(=O)N(CC(=O)N1CCCCC1)c1ccc2c(c1)OCO2	-0.4%	-1.0%	i	i	i	u	-0.1%	4.3%	-4.5%	-1.4%	i
CCOc1ccc(CNC(=O)NS(=O)(=O)c2ccc(OC)cc2)cc1	-1.7%	0.0%	i	i	i	i	1.5%	-3.5%	-2.8%	8.8%	u
CCOC(=O)C1CCN(c2c(N(C)Cc3ccco3)c(=O)c2=O)CC1	-1.6%	0.0%	x	x	x	x	x	2.0%	-0.9%	11.3%	x
COc1cccc(C(=O)Nc2cc(NC(=O)c3ccco3)ccc2OC)c1	0.3%	0.8%	i	i	i	i	7.9%	-0.7%	-1.5%	6.7%	i
Nc1nc(SCC(=O)OCc2ccccc2)[nH]c(=O)c1NC(=O)c1ccco1	0.4%	-1.2%	x	x	x	x	x	3.2%	6.0%	74.7%	x
CC(=O)Nc1ccc(C(=O)N2CCN(C(=O)c3ccco3)CC2)cc1	0.1%	-0.6%	i	i	i	i	-2.5%	-0.9%	-1.2%	6.2%	i
COc1ccc(-c2ocnc2C(=O)Nc2ccccc2N2CCCCC2)cc1	2.2%	-0.6%	i	9.46e-08M*	u	i	-0.1%	1.7%	0.8%	8.1%	1.16e-07M*
Cn1c(SCC(=O)Nc2ccc(N3CCOCC3)c(Cl)c2)nnc1-c1ccccc1	-0.7%	0.0%	i	i	u	i	2.8%	-2.7%	2.2%	-4.1%	i
CC1Cc2cc(/C(O)=C3/C(=O)C(=O)N(CCN4CCOCC4)C3c3cccc(Cl)c3)ccc2O1 (stereo unspecified)	-1.4%	1.0%	i	i	i	u	21.5%	-3.3%	-1.8%	1.3%	u
Cc1cc(C)c2c(n1)nn1c(-n3ccnc3)cc(C)nc21	-27.3%	-3.1%	i	2.41e-07M*	i	u	3.0%	u	4.2%	6.0%	2.59e-07M*
Nc1nnnn1N=C1CCCCC1	x	x	i	u	u	i	x	x	x	x	u
CCOC(=O)Cn1c(=O)oc2cc(S(=O)(=O)N3CCC(N4CCCCC4)CC3)ccc21	0.2%	-0.7%	x	x	x	x	x	-3.5%	-0.8%	u	x
CCC(=O)Nc1cc(OC)c(NC(=O)c2ccccc2)cc1OC	-0.2%	1.4%	i	i	i	i	23.6%	-2.4%	-0.5%	-1.0%	i
CC(=O)N1CCC[C@@]2(CCN(Cc3nccs3)C2)C1	-5.7%	-0.6%	i	i	i	i	8.8%	-4.8%	-3.4%	7.7%	i
CN(C)C(=O)c1ccc(-c2nccc(N(C)Cc3ccco3)n2)cc1	-2.4%	2.3%	i	i	i	i	24.9%	-2.8%	-0.7%	-0.8%	i
C=C(C)CSc1nnc(CCNC(=O)OC(C)(C)C)o1	2.2%	2.0%	i	i	i	i	8.7%	0.5%	-3.0%	12.4%	i
COc1cccc(C2CC(c3ccccc3Cl)n3ncnc3N2)c1 (stereo unspecified)	-1.2%	0.0%	i	i	i	i	11.1%	-1.5%	0.8%	19.6%	i
O=C(COc1ccc(S(=O)(=O)N2CCCC2)cc1Cl)Nc1ccc2c(c1)OCO2	-5.1%	-1.7%	i	i	i	u	19.6%	0.1%	-2.6%	2.0%	i

Additional results follow.
SMILES	Casp7 inh	BRCT inh red	Rhodamine fluor	4MU fluor	Texas Red fluor	Fluorescein fluor	USP2a inh	Caspase-1 inhib	BRCT inh green	HEK293 cAMP cs	A350 autofl
CCCCN=c1sc(C(=O)OC)cc(=O)n1CCCC	0.7%	1.3%	i	i	i	i	-9.4%	0.8%	-2.2%	15.4%	i
CC(=O)c1ccc(N2CCN(C(=O)c3ccc(Br)cc3)CC2)c(F)c1	-2.3%	-2.6%	x	x	x	x	3.4%	-1.8%	2.1%	-1.6%	x
COc1ccc(OC)c(NS(=O)(=O)c2ccc(N3CCCC3=O)cc2)c1	x	x	i	i	i	i	x	x	x	x	i
CNC(=O)CSc1nnc(-c2cc3c(C)nn(-c4ccccc4)c3s2)n1C	-1.1%	-0.2%	i	i	i	i	-1.4%	0.2%	-0.1%	-0.9%	i
CC1(C)CC(CC(=O)Nc2ccccn2)C(=O)O1 (stereo unspecified)	-0.5%	0.1%	i	i	i	i	-6.7%	-0.5%	-0.8%	0.9%	i
Cc1nc2ccc(S(=O)(=O)NCC(=O)NCCN3CCCCC3C)cc2s1 (stereo unspecified)	-2.4%	1.0%	i	i	i	i	2.6%	-1.3%	-1.0%	-2.1%	i
Cc1c(NC(=O)NCc2ccccc2)c(=O)n(-c2ccccc2)n1C	1.7%	-2.8%	i	i	i	i	1.9%	3.5%	-2.3%	1.0%	i
CCN(CC)C(=O)c1cccc(C)c1	2.2%	1.1%	x	x	x	x	0.9%	-1.7%	-2.7%	u	x
COC1(OC)N=C(N)C2(C#N)C(c3cccc(Oc4ccccc4)c3)C12C#N (stereo unspecified)	-1.1%	-2.3%	i	6.93e-08M*	i	i	19.8%	-2.8%	0.7%	17.8%	6.7e-08M*
COc1nc(N(C)C)nc(N(OC)S(=O)(=O)c2ccccc2Cl)n1	0.0%	0.9%	i	i	u	u	-3.2%	-0.2%	1.0%	10.1%	i
CCC(Sc1ncccc1C(=O)O)C(=O)N1CCCC1 (stereo unspecified)	-0.6%	1.5%	i	i	i	i	-3.9%	-2.4%	-1.9%	4.9%	u
CCCc1[nH]n(-c2nc3ccccc3s2)c(=O)c1C=NCCN1CCOCC1	x	x	i	i	i	i	x	x	x	x	i
CN=C1SC(C(=O)O)CC(=O)N1C (stereo unspecified)	0.5%	1.4%	i	i	i	i	8.0%	0.0%	-2.0%	5.8%	i
C=CCN(CC=C)C(=O)c1ccncc1	-0.1%	-1.3%	i	i	i	i	-9.0%	-0.1%	1.7%	1.3%	i
O=C(c1cccc(F)c1)N1CCC2(CC1)CN(c1ccccc1)C2	-1.0%	0.6%	i	i	i	i	43.2%[activator]	-2.1%	-4.0%	-1.3%	i
CC1CCN(C(=O)Cc2nn(C)c(=O)c3ccccc23)CC1	-1.8%	-1.3%	i	i	u	i	-1.5%	0.7%	0.0%	9.0%	i
FC(F)(F)C(F)(F)C(F)(F)c1nnc2ccc(N3CCOCC3)nn12	2.1%	-0.4%	i	i	i	i	x	-1.5%	-1.9%	-1.4%	i
COc1ccc(C)cc1NS(=O)(=O)c1ccc(NS(=O)(=O)c2ccc(NC(C)=O)cc2)cc1	0.5%	0.0%	x	x	x	x	-8.8%[7.66 µM]	-2.4%	-1.7%	-11.2%[11.4 µM]	x
Cc1noc(C)c1S(=O)(=O)N1CCCC(C(=O)Nc2nccs2)C1 (stereo unspecified)	0.3%	-1.3%	x	x	x	x	x	-3.3%	-2.9%	6.4%	x
COc1ccc(-c2cc(=O)c3c(O)cc(O[C@@H]4OC(COC5OC(C)C(O)C(O)[C@@H]5O)C(O)C(O)C4O)cc3o2)cc1 (stereo partly specified)	-2.2%	-1.5%	x	x	x	x	13.6%	0.2%	-2.4%[3.08 µM]	x	x
O=C(Nc1cccc(Cl)c1)Nc1nccs1	0.6%	0.0%	i	i	i	i	2.4%	0.6%	-1.5%	-8.4%	u
